Source: PubChem BioAssay (NCI)
Growth percent in the NCI-60 one-dose screen (48 h, 10 µM unless noted): 100 = growth as untreated, 0 = no growth, -100 = all killed.
COLO 205 – COLO 205 colon cancer. 79,000 compounds, 7.3% hits
KM12 – KM12 colon cancer cells | 82,000 compounds, 5% hits
SW-620 – SW-620 colon cancer; AID 1794795; 82,000 compounds, 5.2% hits
SNB-19 – SNB-19 CNS cancer cells. 81,000 compounds, 2.5% hits. AID 1794751
HCC-2998 – HCC-2998 colon cancer. AID 1794799. 79,000 compounds, 4.7% hits
HT29 – HT29 colon cancer; 81,000 compounds, 7.4% hits; AID 1794748
HCT-15 – HCT-15 colon cancer; 82,000 compounds, 5.2% hits; AID 1794746
HCT-116 – HCT-116 colon cancer. 82,000 compounds, 7.3% hits. AID 1794798
SNB-75 – SNB-75 CNS cancer; 79,000 compounds, 5% hits; AID 1794750
* hit, by the source's call; nt = not tested or not shown; & = joins results of further samples; [ ] = remark or other dose. How the source made its calls: active means growth percent below 10; inactive means the rest.

SMILES	COLO 205	KM12	SW-620	SNB-19	HCC-2998	HT29	HCT-15	HCT-116	SNB-75
CN(C)c1ccc(C(c2ccc(N(C)C)cc2)c2ccc(N(C)C)cc2)cc1	nt	97	98	112	97	98	98	88	88
COC(=O)[C@@H]1CC[C@H](C)c2ccc(C)nc2C1	118	108	101	97	108	102	102	98	99
O=C(/C=C/c1ccc([N+](=O)[O-])cc1)c1cccc(Nc2nc(Nc3ccccc3)nc(Nc3ccccc3)n2)c1	65	81	68	94	46	68	69	-12*	52
Ic1sc(I)c(I)c1I	107	97	103	96	122	96	97	101	77
CCOc1ccc(C(O)C2=CC(=O)c3ccccc3C2=O)cc1OCC (centres undefined)	97	102	106	115	92	92	104	98	95
Nc1nc(Nc2ccccc2Cl)c2c(n1)-c1ccoc1CC2	107	103	104	107	100	87	86	91	78
CCC1(c2ccc(Cl)cc2)NC(=O)NC1=O (centres undefined)	110	106	109	104	97	81	106	108	102
CCC1S/C(=N\N=C(/C)c2cccs2)N(c2ccccc2)C1=O (centres undefined)	114	115	96	114	121	91	99	90	110
O=C(c1ccccc1)C(c1ccccc1)c1ccccc1	113	98	nt	104	101	109	97	96	106
O=C(Cn1cc(-c2ccccc2)nn1)Nc1ccc2c(ccn2Cc2ccccc2)c1	117	105	103	108	118	108	110	99	90
C/C(=N/NC(=O)c1ccncc1)c1ccc(Cl)c(Cl)c1	117	112	113	104	nt	98	105	108	89
Cc1ccc(C)c2c1C(O)(C#Cc1ccccc1)c1ccccc1C2(O)C#Cc1ccccc1 (centres undefined)	48	50	54	70	87	39	28	43	48
Cc1cc2c(cc1C)C(=O)C(=O)N2	99	101	108	101	107	nt	101	103	96
COc1cccc(/C=C2/C[C@]3(C)[C@H]4CC[C@@H]5[C@@H](/C(C)=C\CC=C(C)C)CC[C@@]5(C)[C@]4(C)CC[C@H]3C(C)(C)C2=O)c1	99	100	103	99	104	100	100	96	86
COc1cc(-c2ccc3ncnc(NC(C)c4ccccc4)c3c2)cnc1OC (centres undefined)	73	75	69	49	70	65	53	77	33
COc1ccc2oc(=O)cc(-c3nc(-c4ccccc4)c(-c4ccccc4)n3S(=O)(=O)c3ccc(C)cc3)c2c1	99	95	117	94	115	110	95	90	83
Cc1ccc(NCC(=O)Nc2ncc(Cc3ccc(Cl)cc3Cl)s2)cc1C	80	101	76	98	110	87	99	64	81
COc1cc2c(cc1OC)C(=O)OC2	134	113	104	113	118	109	119	111	79
COc1cc(/C=C/c2cc(/C=C/c3ccc(O)c(OC)c3)nc(N)n2)ccc1O	-50*	-29*	1.9*	23	0.9*	-76*	30	0.3*	5.5*
C/C(=N\NC(=O)Cn1c(-c2ccc(S(C)(=O)=O)cc2)nc2cc(Cl)ccc21)c1ccccc1	nt	92	96	79	92	86	88	86	84

7 structures already listed, ordered by formula weight, highest first.
SMILES	COLO 205	KM12	SW-620	SNB-19	HCC-2998	HT29	HCT-15	HCT-116	SNB-75
O=C(/C=C/c1ccc([N+](=O)[O-])cc1)c1cccc(Nc2nc(Nc3ccccc3)nc(Nc3ccccc3)n2)c1	65	81	68	94	46	68	69	-12*	52
C/C(=N\NC(=O)Cn1c(-c2ccc(S(C)(=O)=O)cc2)nc2cc(Cl)ccc21)c1ccccc1	nt	92	96	79	92	86	88	86	84
Cc1ccc(NCC(=O)Nc2ncc(Cc3ccc(Cl)cc3Cl)s2)cc1C	80	101	76	98	110	87	99	64	81
COc1cc(-c2ccc3ncnc(NC(C)c4ccccc4)c3c2)cnc1OC (centres undefined)	73	75	69	49	70	65	53	77	33
CN(C)c1ccc(C(c2ccc(N(C)C)cc2)c2ccc(N(C)C)cc2)cc1	nt	97	98	112	97	98	98	88	88
Nc1nc(Nc2ccccc2Cl)c2c(n1)-c1ccoc1CC2	107	103	104	107	100	87	86	91	78
O=C(c1ccccc1)C(c1ccccc1)c1ccccc1	113	98	nt	104	101	109	97	96	106

Continuation.
SMILES	COLO 205	KM12	SW-620	SNB-19	HCC-2998	HT29	HCT-15	HCT-116	SNB-75
O=C(O)Cn1c(O)c(C2=c3cc(-c4ccccc4)ccc3=NC2=O)sc1=O	102	103	102	101	106	95	109	102	93
Cc1nn(-c2ccccc2)c2nc(CN3CCN(c4cc5c(cc4F)c(=O)c(C(=O)O)cn5C4CC4)CC3)[nH]c(=O)c12	102	32	43	32	70	52	89	27	nt
CC(c1ccccc1)c1ccccc1OCCN(C)C (centres undefined)	102	100	103	116	97	107	110	95	79
COc1cc(N)cc(OC)c1OC	102	109	99	105	103	94	105	93	105
N#Cc1ccc(/C=N/N=C2\C(=O)Nc3ccc(F)cc32)cc1	117	101	103	102	96	107	93	108	100
C#C[C@]1(O)CC[C@H]2[C@@H]3CC=C4c5sc(Nc6cccc(F)c6)nc5CC[C@]4(C)[C@H]3CC[C@@]21C	-9.5*	14	8.9*	36	42	-23*	-29*	2.1*	24
CCOC(=O)c1ccc(NC(=O)CCCNCC(C)C)cc1	nt	106	105	108	103	79	112	77	104
C1=C(c2ccccc2)N=C(c2nccc3ccccc23)C1(c1ccccc1)c1ccccc1	95	90	97	100	90	73	87	71	69
CCC1CCC(C)N(COC(=S)S)C1 (centres undefined)	102	109	109	109	120	118	104	97	109
COc1cc(OC(F)(F)F)ccc1C(=O)Nc1sc2c(c1C#N)CCC(=O)C2	98	88	32	92	111	95	15	41	94
OCCNCCCOc1ccc2ncnc(Nc3ccc(Oc4cccc(C(F)(F)F)c4)c(Cl)c3)c2c1	-28*	3.0*	-84*	45	-75*	-13*	-24*	13	62
CCC(C)NC(=O)c1ccc(C)cc1 (centres undefined)	103	99	106	102	108	84	108	83	89
COc1cc(CNC(=O)C[C@H](C)CCC=C(C)C)ccc1OCc1cn(-c2ccccc2F)nn1	112	99	93	56	101	97	83	60	11
O=Cc1cc2ccccc2nc1Oc1ccc(C(F)(F)F)cc1	84	92	67	91	108	94	81	102	83
COc1ccc(/C=N/N=C2c3ccccc3-c3ccccc32)cc1O	95	87	94	119	101	100	76	106	88
CCOC(=O)Nc1ccc(NC(=O)OCC)cc1	115	109	110	97	nt	90	101	104	96
C=C(C)[C@@H]1CC=C2c3sc(Cc4ccccc4)nc3C[C@@H](C)[C@]2(C)C1	115	110	97	96	115	102	93	96	86
O=C1C(Br)CCCCC1(c1ccccc1)c1ccccc1 (centres undefined)	100	109	97	103	103	82	92	80	85
COc1ccc(C(NC23CC4CC(CC(C4)C2)C3)c2nnnn2C(C)(C)C)cc1 (centres undefined)	120	102	106	94	102	100	103	102	96
CCOC(=O)N/C(=C1/OCCN1C)[P+](c1ccccc1)(c1ccccc1)c1ccccc1	41	51	89	72	60	60	98	75	84

Reprinted at random: two entries already listed
SMILES	COLO 205	KM12	SW-620	SNB-19	HCC-2998	HT29	HCT-15	HCT-116	SNB-75
COc1ccc(C(NC23CC4CC(CC(C4)C2)C3)c2nnnn2C(C)(C)C)cc1 (centres undefined)	120	102	106	94	102	100	103	102	96
Cc1ccc(NCC(=O)Nc2ncc(Cc3ccc(Cl)cc3Cl)s2)cc1C	80	101	76	98	110	87	99	64	81

The list continues:
SMILES	COLO 205	KM12	SW-620	SNB-19	HCC-2998	HT29	HCT-15	HCT-116	SNB-75
CCN(CC)CCCC(C)Nc1ccnc2cc(Cl)cnc12 (centres undefined) (tested in a mixture with another compound)	77	96	99	103	105	100	93	103	96
CC(C)c1ccc(C(=O)OCCCl)cc1	110	115	106	91	99	109	94	82	94
Brc1cc(Br)cc(CN2CCOCC2)c1	105	108	109	99	114	106	103	106	93
CCC(/C=N\O)CC	111	105	111	104	102	102	100	112	103
CC(=O)N\C(N)=N/N=C\C(C)=N/N=C(\N)NC(C)=O	103	115	107	98	91	88	104	93	103
CCC(=O)OC1=C(C)SC2=NC(c3ccc(Cl)c(Cl)c3)=CC(c3cc(OC)c(OC)c(OC)c3)N21 (centres undefined)	nt	107	109	95	110	103	90	95	77
COc1cccc(N2CCN(c3ncnc4cc[nH]c34)CC2)c1	88	72	91	66	63	73	83	36	84
COc1ccc(C2(SCCNCc3cc(N(C)C)ccn3)c3ccccc3C=Cc3ccccc32)cc1	-30*	14	4.9*	nt	-30*	-43*	2.7*	3.4*	9.8*
Cc1c2c[n+](C)ccc2c(C)c2c1[nH]c1ccc(O)cc12	104	75	89	56	96	84	97	96	88
CCCCCCCCCCCCCCCCCCN(C)C	102	104	105	99	93	103	101	93	95
O=C(NNc1ccccc1)C(O)C(O)C(O)C(O)CO (centres undefined)	99	91	82	99	101	97	99	98	84
Nc1ccccc1-n1nc2ccc3ccccc3c2n1	104	95	97	91	102	92	89	94	62
NNC(=O)c1ccnc(Cl)c1	115	105	95	99	100	104	101	102	95
Cc1cc(C)c(C[N+](C)(C)Cc2ccccc2)c(C)c1	89	93	97	107	90	71	98	84	88
CCCCC(CC)CN1CN(CC(CC)CCCC)CC(C)(N)C1 (centres undefined)	92&56	105&91	97&91	105&100	104&64	74&54	83&80	79&61	74&88
COc1cc(-c2nc3ccc([N+](=O)[O-])cc3[nH]2)ccc1OCC(=O)N=Nc1c(O)[nH]c2ccccc12	103	95	102	90	92	104	100	107	87
CCOC(=O)CNC(=O)CCCCSc1ncnc2nc[nH]c12	111	108	107	109	-18*	103	101	101	95
CC(CN1CCCCC1)SSC(C)CN1CCCCC1 (centres undefined)	109	107	100	101	94	111	102	103	81
[N-]=[N+]=NC(c1ccccc1)c1ccc(-c2ccccc2)cc1 (centres undefined)	104	95	97	116	100	88	86	95	80
Cc1cccc(Cc2cnc(NC(=O)CCc3ccc(C)o3)s2)c1	-9.6*	13	30	23	24	0.2*	7.5*	11	24
CC(C)(CO)C(O)C(=O)NCCC(=O)NCCSSCCNC(=O)CCNC(=O)C(O)C(C)(C)CO (centres undefined)	nt	99	102	102	107	114	99	97	81
CCc1cccc(C(=O)O)c1N	nt	105	107	108	88	96	103	100	96
COc1cc(/C=C2\C(=O)N(c3c(Cl)cccc3Cl)c3ccccc32)cc(OC)c1OCCCn1c2ccccc2c(=O)c2ccccc21	102	88	107	91	108	103	96	91	78
COc1cccc2cc(-c3cc4ccccc4[nH]3)c(=NC(=O)c3ccc(Cl)cc3)oc12	100	34	7.3*	53	76	64	43	27	5.9*
C#CCCCCCCCCC	117	145	106	100	101	99	104	110	95
COc1ccccc1NC1=C(N2CCCCC2)C(=O)c2ccccc2C1=O	92	nt	93	90	92	71	86	78	71
Cc1cc(C)cc(O)c1	119	106	113	97	99	101	94	107	93
Cc1ccc(S(=O)(=O)Oc2ccc(NC(=O)c3ccc(Cl)cc3)cc2)cc1	113	103	103	94	104	95	89	81	99
O=C1c2cccnc2C(=O)c2c1c(C(=O)OCCN1CCCCC1)c1ccccn21	-70*	8.8*	-14*	-32*	-47*	-9.8*	-48*	-8.4*	-64*
C#CCNc1ccc(CC2(O)C(=O)Nc3ccccc32)cc1 (centres undefined)	104	97	101	96	99	99	104	100	84
O=C1Nc2ccc([N+](=O)[O-])cc2OC12Oc1cc([N+](=O)[O-])ccc1NC2=O	118	101	100	95	103	105	96	86	80
NC(=S)c1ccccn1	112	96	95	100	101	96	96	91	87
COc1ccc(OC)c(/C=C2\SC(=O)N(Cc3ccc(-c4ccccc4C#N)cc3)C2=O)c1	101	105	96	96	106	104	99	100	73
C#CCOc1cccc(Nc2ncc3ncn(C4CCN(C(=O)CCl)C4)c3n2)c1 (centres undefined)	-84*[6.25 µM]	88[6.25 µM]	-41*[6.25 µM]	65[6.25 µM]	75[6.25 µM]	23[6.25 µM]	7.0*[6.25 µM]	0.2*[6.25 µM]	73[6.25 µM]
CN(Cc1ccccc1)c1nc(Cl)c(C2CC(c3ccc4c(c3)OCO4)=Cc3[nH][nH]c(=O)c32)s1 (centres undefined)	120	107	106	99	101	109	104	77	103
Cc1cccc(Cl)c1NC(=O)c1ccc2nc(NC(=O)NC3CC(C)(C)NC(C)(C)C3)sc2c1	15	110	110	94	97	59	103	89	-19*
Cc1[nH]nc2c1C(c1cn[nH]c1-c1ccc(F)cc1)C(C#N)=C(N)O2 (centres undefined)	105	107	100	94	94	79	97	104	91
CCSC1=Nc2c(c(-c3ccccc3)cn2-c2ccc(C)cc2)C2=NCCN12	113	99	90	93	105	105	101	96	83
CC12CCC3C4(C)COC(c5ccc(Cl)cc5)OC4CCC3(C)C1CC(C1=CCOC1=O)O2 (centres undefined)	80	92	94	89	102	82	82	81	nt
Cc1ccc(NC(=O)Nc2nccnc2OCc2cccc(Cl)c2)cc1	99	100	92	105	100	93	97	82	88

Part of the list above, reduced to SNB-75.
molecule,SNB-75
COc1cc(/C=C/c2cc(/C=C/c3ccc(O)c(OC)c3)nc(N)n2)ccc1O,5.5*
CCOC(=O)N/C(=C1/OCCN1C)[P+](c1ccccc1)(c1ccccc1)c1ccccc1,84

The results go on.
SMILES	COLO 205	KM12	SW-620	SNB-19	HCC-2998	HT29	HCT-15	HCT-116	SNB-75
N#Cc1c(C#N)c(SSc2c(C#N)c(C#N)c(N)n2-c2ccccc2)n(-c2ccccc2)c1N	97	106	99	103	96	101	102	104	72
Cc1ccc(S(=O)(=O)Oc2ccccc2)cc1	nt	84	106	nt	100	103	100	94	92
CC1(C)CC[C@]2(C(=O)O)CC[C@]3(C)C(=CC[C@@H]4[C@@]5(C)C/C(=C/O)C(=O)C(C)(C)[C@@H]5CC[C@]43C)[C@@H]2C1	75	16	12	60	51	27	24	13	95
C1=Cc2ccccc2N(c2nnc(Cc3ccccc3)o2)c2ccccc21	112	103	111	89	115	96	69	96	nt
Cc1ccc(/C=N/Nc2nc(Nc3ccccc3)nc(-n3nc(C)cc3C)n2)cc1	31	26	49	74	43	33	25	28	83
NCCCCCCNc1cc(-c2cccc(OC(F)(F)F)c2)nc2ccc(N3CCCC3)cc12	-62*	-83*	-86*	17	-66*	-2.7*	-54*	-63*	-32*
CCOC(CN1C(=O)c2ccccc2C1=O)OCC	108	103	104	97	116	112	102	107	81
Cc1nn(-c2ccccc2)c2nc3nc(Cc4ccccc4)[nH]c(=O)c3c(-c3ccc(Cl)cc3)c12	99	100	98	108	112	96	96	94	99
